High-throughput results (PubChem BioAssay)
PAD4 inh = inhibitors of human PAD4. inhibition, % at 6.36 µM. AID 485272. 0.41% of 330,000 active. recombinant PAD4, RCA probe fluorescence polarization. Q9UM07;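 active = percent inhibition above a cutoff equal to the mean of all tested compounds plus 3 SD, cut at about 15% in these data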;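 note: 0% = PAD4 with RCA probe and DMSO and 100% = probe without PAD4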
PME-1 inh = blocks human protein phosphatase methylesterase 1; Q9Y570; recombinant PME-1, FP-Rh probe fluorescence polarization; inhibition, % at 5.9 µM; 0.53% of 320,000 active; AID 2130;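 active = inhibition above the campaign mean of all compounds plus 3 SD, cut at about 26% in these data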;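 note: competitive labeling of PME-1 active site by serine hydrolase directed probe; 0% = PME-1 with DMSO and 100% = wells lacking PME-1 enzyme; inhibitors block probe labeling so polarization falls and inhibition rises; many of its hits are not listed in these tables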
Target sequence (Q9Y570 whole entry, looked up): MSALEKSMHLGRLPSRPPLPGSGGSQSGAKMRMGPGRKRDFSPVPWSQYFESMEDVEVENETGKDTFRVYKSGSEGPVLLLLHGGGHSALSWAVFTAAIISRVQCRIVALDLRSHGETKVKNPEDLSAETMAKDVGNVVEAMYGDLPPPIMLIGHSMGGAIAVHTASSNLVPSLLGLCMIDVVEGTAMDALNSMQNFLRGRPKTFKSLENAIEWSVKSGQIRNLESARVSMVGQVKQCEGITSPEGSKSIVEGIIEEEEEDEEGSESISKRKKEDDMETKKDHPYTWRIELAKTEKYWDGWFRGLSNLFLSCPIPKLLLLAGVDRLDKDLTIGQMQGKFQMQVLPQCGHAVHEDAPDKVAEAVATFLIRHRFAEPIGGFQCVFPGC
Fam108B inh = counter-screen for RBBP9 inhibitors: inhibitors of mouse Fam108B; recombinant Fam108B, FP-Rh probe fluorescence polarization; AID 1947; inhibition, % at 9.51 µM; 0.33% of 300,000 active;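 active = inhibition above the screen mean inhibition plus 3 SD, computed separately per campaign, cut at about 18% in these data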;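 note: inhibitors lower polarization as less probe binds the enzyme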
LYPLA1 inh = blocks human lysophospholipase 1, a PME1 counter-screen; O75608; recombinant LYPLA1, FP-Rh probe fluorescence polarization; inhibition, % at 5.9 µM; 0.16% of 320,000 active; AID 2174;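 active = inhibition above the mean of all tested compounds plus 3 SD, set per campaign, cut at about 14% in these data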;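 note: inhibitors block serine hydrolase probe labeling of LYPLA1 so polarization falls; 0% = enzyme with DMSO and 100% = wells lacking LYPLA1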
PAFAH2 FP inh = PAFAH2 (human) inhibition; Q99487; recombinant PAFAH2, FP-rhodamine activity probe, fluorescence polarization; inhibition, % at 3.39 µM; 0.99% of 340,000 active; AID 492956;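 active = inhibition above the mean over all tested compounds plus 3 SD, cut at about 30% in these data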;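 note: inhibitors block probe labeling of enzyme so polarization drops; 0% = enzyme with DMSO and 100% = wells lacking PAFAH2 protein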
PAFAH1B3 inh = inhibitors of human PAFAH1B3; Q15102; recombinant PAFAH1B3, FP-rhodamine probe, fluorescence polarization; inhibition, % at 3.39 µM; 0.28% of 340,000 active;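 active = inhibition above the screen-wide average of all tested compounds plus 3 SD, cut at about 25% in these data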;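 note: 0% = enzyme with DMSO only and 100% = wells lacking PAFAH1B3 protein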
pPAFAH inh = pPAFAH (human) enzyme inhibition. Q13093. 1.5% of 330,000 active. inhibition, % at 3.39 µM. recombinant pPAFAH, FP-rhodamine probe fluorescence polarization. AID 463082;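 active = inhibition above the mean inhibition across the screen plus 3 SD, cut at about 25% in these data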;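 note: inhibitors block binding of the rhodamine activity-based probe so polarization drops; 0% = enzyme with DMSO and 100% = wells lacking pPAFAH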
Target sequence (Q13093 whole entry, looked up): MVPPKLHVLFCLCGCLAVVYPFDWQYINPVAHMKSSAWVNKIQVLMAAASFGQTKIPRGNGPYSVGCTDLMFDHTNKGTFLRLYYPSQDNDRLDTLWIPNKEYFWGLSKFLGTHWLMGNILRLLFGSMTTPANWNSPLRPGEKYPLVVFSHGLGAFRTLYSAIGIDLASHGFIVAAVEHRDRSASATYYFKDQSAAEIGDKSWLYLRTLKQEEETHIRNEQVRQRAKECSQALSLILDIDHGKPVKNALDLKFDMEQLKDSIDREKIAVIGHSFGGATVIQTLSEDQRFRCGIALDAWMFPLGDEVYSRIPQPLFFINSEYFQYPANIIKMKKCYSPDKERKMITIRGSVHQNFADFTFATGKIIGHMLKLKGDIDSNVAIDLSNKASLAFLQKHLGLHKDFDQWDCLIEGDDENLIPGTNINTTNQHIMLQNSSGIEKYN
GSTO1 counter = counter-screen for RBBP9 inhibitors: inhibitors of human GSTO1. P78417. recombinant GSTO1, activity-based probe fluorescence polarization. inhibition, % at 5.96 µM. 1.1% of 300,000 active. AID 1974;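 active = inhibition above the campaign mean inhibition plus 3 SD, cut at about 35% in these data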;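 note: 0% = GSTO1-1 with DMSO and 100% = wells lacking GSTO1-1 enzyme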
PAFAH1B2 inh = PAFAH1B2 (human) inhibition | recombinant PAFAH1B2, FP-rhodamine activity probe, fluorescence polarization | P68402 | 1.2% of 340,000 active | inhibition, % at 3.39 µM | AID 492953;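 active = inhibition above the mean of all tested compounds plus 3 SD, cut at about 24% in these data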;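 note: 0% = enzyme with DMSO and 100% = wells lacking PAFAH1B2; many of its hits are not listed in these tables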
* = called active by the depositor; · = not tested or not shown. The list is partial. The share of hits here may be higher or lower than overall.

Below each compound – PAD4 inh, PME-1 inh, Fam108B inh, LYPLA1 inh, PAFAH2 FP inh, PAFAH1B3 inh, pPAFAH inh, GSTO1 counter, PAFAH1B2 inh
- CC(C)N(CCCNC(=O)C1CCC(CNS(=O)(=O)c2ccccc2)CC1)Cc1ccccc1 (centres undefined)
    1, 3, -3, 0, 4, -2, 12, 0, -1
- CCOc1ccc(-n2ccnc2SCC(=O)Nc2nnc(C)s2)cc1
    -6, -3, -2, -1, 5, 6, 0, 5, -1
- O=C(O)C1CCCCC1C(=O)NCc1ccc2c(c1)OCO2 (centres undefined)
    -1, 0, 0, -2, ·, ·, 4, 7, ·
- CCOC(=O)CN1CC23C=CC(O2)C(C(=O)Nc2cc(OC)ccc2OC)C3C1=O (centres undefined)
    -5, -3, -3, 1, 3, 6, -6, 0, 1
- COc1ccc(C[C@H](C)NC[C@@H](O)c2ccc(O)c(NC=O)c2)cc1
    2, 0, 4, 5, 5, 5, 4, 6, -3
- COC(=O)Cn1c(SCc2ccccc2)nc2ccccc21
    -3, -2, 0, -2, 1, 8, -3, 6, 6
- CCOC(=O)c1c(NC(=O)CN2C(=O)CN(C)C2=O)sc(C)c1C
    -3, -5, -1, 1, 5, 8, 3, -3, 2
- N#Cc1ccc(Oc2ncccn2)cc1
    3, 1, -1, 0, 8, 0, -2, 2, 1
- O=C(Cc1cccc([N+](=O)[O-])c1)Nc1ccc(C(=O)N2CCCCC2)cc1
    -3, ·, ·, ·, 5, 8, 4, ·, 6
- COc1ccc(-c2noc(C(=O)NCc3ccc(F)cc3)n2)cc1OC
    -2, -1, -1, -9, -4, 9, -1, -15, 1
- COc1ccc(CCNC(=O)c2ccc(Cl)c(S(=O)(=O)N(C)c3ccccc3)c2)cc1
    3, 1, -6, -4, -8, 7, 2, 4, 1
- O=C(OCC(=O)N1CCOCC1)c1cc2ccccc2oc1=O
    -1, 0, ·, -2, 7, 12, -1, ·, -2
- CC1=CC(C)C(COC(=O)CN2CCCCC2)C(C)C1 (centres undefined)
    0, -6, -3, -1, 9, 9, -1, 1, 8
- CCCCC1C2C(=O)N(c3ccc(C)cc3)C(=O)C2ON1c1ccccc1 (centres undefined)
    -1, -6, 3, 3, ·, ·, 5, 4, ·
- O=C(C1=C[C@@H](c2coc3ccccc3c2=O)C[C@@H](OCc2ccc(CO)cc2)O1)N1CCOCC1
    2, -2, 8, 0, 5, 3, 2, 1, -1
- CN(CC(=O)Nc1ccc(Cl)cc1)C(=O)c1ccc(COc2ccccc2)cc1
    2, -5, ·, -4, -1, -8, -3, ·, 8
- COC(=O)C1CCN(C(=O)COC(=O)COc2ccc(C#N)cc2)CC1
    4, 2, -1, 5, 2, 2, 7, 1, 0
- N#Cc1ccc(C(=O)OCC(=O)N2CCCC2)cc1
    -3, 1, 0, -4, -14, -3, 3, 5, -4
- CCOC(=O)c1cccc(NC(=O)CN2CCN(c3ccc(OC)cc3)CC2)c1
    1, 5, 0, -2, -2, 4, 2, 6, -1
- CCCCC1=CC2=CC(=O)C(C)(OC(=O)c3ccco3)C(=O)C2=CO1 (centres undefined)
    0, 3, 3, 2, ·, ·, 48*, 21, ·
- Cc1ccc(N=C2SC(C(=O)Nc3ccc(OC(F)(F)F)cc3)C(N)=C2C(=O)Nc2c(C)cc(C)cc2C)cc1 (centres undefined)
    -4, -56, -38, -41, -105, -71, -19, -44, -28
- CCOC(=O)CCn1cc(F)c(=O)n(Cc2ccccc2)c1=O
    2, -4, -3, -1, -2, 7, 3, 3, 3
- Cc1ccc(N2CCN(C3=NC(=O)C(Cc4ccccc4)S3)CC2)cc1 (centres undefined)
    -3, -4, -3, 0, -1, 3, 0, -1, 5
- COC(=O)c1cc(NS(=O)(=O)c2ccc(N3CCOCC3)c(NC(C)=O)c2)cc(C(=O)OC)c1
    -2, 3, 7, 2, -4, -4, 6, 0, -4
- CC(=O)N/C(=C\c1ccccc1)C(=O)OCC(=O)c1c(N)n(C)c(=O)n(C)c1=O
    -2, ·, ·, ·, -14, 5, 1, ·, 9
- CC(=O)Nc1ccc(OCC(O)CN2CCN(c3ccc(C)c(Cl)c3)CC2)cc1 (centres undefined)
    6, -5, -5, 5, -4, 2, 5, 0, 5
- COc1ccc(/C=C(\CC(=O)O)c2nc3ccccc3s2)cc1O
    1, -2, -2, 3, -1, 1, 13, 9, 4
- COc1ccc(C2=CSC3=NCCN23)cc1OC
    1, 2, -2, 0, 6, 7, 2, 0, 0
- Cc1cccc(NS(=O)(=O)c2cc3c(cc2C)N(C)CCO3)c1
    4, 10, -2, 4, 9, -4, 5, 7, 3
- COc1ccc(OC)c(NC(=O)CSC2=NCCS2)c1
    -1, 0, 5, 2, -5, -4, 0, -7, 3
- CC(C)(C)OC(=O)COc1cc(O)c2c(=O)cc(-c3ccccc3)oc2c1
    5, -3, -3, -1, 3, 10, -1, 10, 1
- COC(=O)c1coc(-c2ccc(OC)cc2)c1C(=O)OC
    0, -2, -3, -2, 2, -1, 1, -2, 5
- COc1ccc(C/C(N)=N/n2cnnc2)cc1
    5, -2, -1, 3, 7, 6, 6, -1, 0
- O=C1CNCc2[nH]c3ccccc3c2N1c1ccccc1
    -11, 1, 5, 1, 6, 9, 4, -3, 5
- COCCOC(=O)c1c(NC(=O)CN2c3ccccc3CC2C)sc(C(N)=O)c1C (centres undefined)
    -5, 10, 5, -1, 0, 10, 7, 1, -5
- O=C(c1ccccc1)N1CCCC(C(=O)N2CCCCCC2)C1 (centres undefined)
    1, 1, -2, -1, 3, 8, 2, 2, 2
- CC1CC(C)CN(CC(=O)Nc2ccc3c(c2)OCCO3)C1 (centres undefined)
    2, -4, 4, -1, -5, 5, 5, 8, 3
- Cc1cc(/C=C(/C#N)C(=O)O)c(C)n1CCC(C)C
    4, -3, -1, -3, 2, 9, 2, 4, 7
- CN(Cc1ccccc1)C(=O)CN1C(=O)NC(C)(c2ccc(Cl)cc2)C1=O (centres undefined)
    -2, -7, 0, -1, -2, 2, 1, -9, 7
- O=[N+]([O-])c1cc(Br)c(O)c(C=Nc2ccc(N3CCOCC3)cc2)c1
    54*, -2, 6, -1, -1, 0, 34*, 72*, 5
- NS(=O)(=O)c1cccc(NC(=O)CSc2nnc(-c3ccccc3F)n2C2CC2)c1
    4, 0, 1, 0, 3, -2, 5, 11, 3
- COc1ccc(CC(=O)Oc2ccccc2C)cc1
    -1, 3, -1, -4, 3, 3, 8, 6, 2
- COc1ccc(-n2nnnc2CNC(=O)C(=O)c2c(C)[nH]c3ccccc23)cc1
    1, 1, -1, -2, 3, 6, -7, 7, -2
- Cc1nc([N+](=O)[O-])c(Br)n1CC(=O)c1cccc([N+](=O)[O-])c1
    2, 2, 5, 0, 9, 1, 5, 4, 5
- O=C(Cc1ccccc1)N/N=C/c1cccc([N+](=O)[O-])c1
    0, 1, 1, -3, 4, 4, -1, -3, 1
- COc1ccc(COc2cc(-c3cccc(OC)c3)nc3ccc(NC(=O)c4ccc(Cl)cc4)cc23)cc1
    0, -12, -26, -46, -52, -49, -26, -21, -22
- COc1ccc(C)cc1S(=O)(=O)Nc1ccccc1
    0, 0, -2, 1, 3, -6, 9, -2, 3
- CCc1nnc(NC(=O)c2nn(-c3ccccc3)nc2C)s1
    3, 2, 3, -4, -3, 1, -4, 4, 4
- Cn1c(N)c(C(=O)COC(=O)CNC(=O)c2ccccc2F)c(=O)n(C)c1=O
    -4, ·, ·, ·, 0, -1, -2, ·, 0
- O=C(CSCc1ccc(C(=O)O)cc1)Nc1ccccc1
    -5, 0, 1, 2, 4, 3, 0, 4, 5
- CC1(C)Cc2c(sc3nnn(Cc4ccc(Cl)cc4)c(=O)c23)CO1
    -4, -7, -7, -4, -2, 2, 1, 0, 5
- C=CCS(=O)(=O)N1CCCC(C(=O)c2cccc(Cl)c2)C1 (centres undefined)
    -2, 8, 2, 4, -3, 2, 4, 6, 6
- O=c1oc2c(-c3cccc(F)c3)cc(O)cc2s1
    2, 8, -1, 2, -12, 11, 27*, 29, 13
- CCc1ccc(N(CC(=O)NC(C)C)C(=O)CCC(=O)Nc2ccccn2)cc1
    -7, -7, -5, 1, -1, 9, -2, 2, 1
- CC(=O)C[C@@H](O)CC(=O)[C@@H]1OC(=O)CCCCCCCc2ccccc21
    -2, ·, ·, ·, 9, 8, 0, ·, -1
- COc1ccc(NS(=O)(=O)c2ccc(NC(=O)Cc3cccs3)cc2)cc1
    -5, -2, -3, -13, -7, 6, 26*, 3, 8
- CCOc1ccc(CCNC(=O)CSCc2ccc(C)cc2)cc1OCC
    3, -2, 1, -6, -4, 10, 5, 2, 1
- CC(C)Cn1c(N)c(C(=O)COC(=O)[C@@H]2CCCN2C(=O)c2cccs2)c(=O)n(C)c1=O
    -7, 1, -1, 1, -4, 8, 4, 3, 5
- COc1cccc(NC(=O)CCS(=O)(=O)c2cccs2)c1
    -4, -8, 2, 2, 5, -3, 1, 4, 5
- O=C(CN(CCc1ccccc1)C(=O)Cn1nnc(-c2cccs2)n1)NCc1ccco1
    4, -8, 0, -3, -1, 6, -2, 3, -3

Random excerpt: two records from the list.
Below each compound – PAD4 inh, PME-1 inh, Fam108B inh, LYPLA1 inh, PAFAH2 FP inh, PAFAH1B3 inh, pPAFAH inh, GSTO1 counter, PAFAH1B2 inh
- CC1(C)Cc2c(sc3nnn(Cc4ccc(Cl)cc4)c(=O)c23)CO1
    -4, -7, -7, -4, -2, 2, 1, 0, 5
- CCc1nnc(NC(=O)c2nn(-c3ccccc3)nc2C)s1
    3, 2, 3, -4, -3, 1, -4, 4, 4

Some of these compounds in order of count of non-hydrogen atoms, ascending.
Below each compound – PAD4 inh, PME-1 inh, Fam108B inh, LYPLA1 inh, PAFAH2 FP inh, PAFAH1B3 inh, pPAFAH inh, GSTO1 counter, PAFAH1B2 inh
- O=C(Cc1ccccc1)N/N=C/c1cccc([N+](=O)[O-])c1
    0, 1, 1, -3, 4, 4, -1, -3, 1
- Cc1nc([N+](=O)[O-])c(Br)n1CC(=O)c1cccc([N+](=O)[O-])c1
    2, 2, 5, 0, 9, 1, 5, 4, 5
- COc1ccc(-n2nnnc2CNC(=O)C(=O)c2c(C)[nH]c3ccccc23)cc1
    1, 1, -1, -2, 3, 6, -7, 7, -2
- O=C(CN(CCc1ccccc1)C(=O)Cn1nnc(-c2cccs2)n1)NCc1ccco1
    4, -8, 0, -3, -1, 6, -2, 3, -3
- COc1ccc(COc2cc(-c3cccc(OC)c3)nc3ccc(NC(=O)c4ccc(Cl)cc4)cc23)cc1
    0, -12, -26, -46, -52, -49, -26, -21, -22
